From PubChem BioAssay
K1F lysis inhibition – inhibition of K1F phage lysis, E. coli UTI89, bacterial capsule biogenesis inhibitors, alamar blue (AID 488966); E. coli UTI89 K1F phage lysis, alamar blue, 2 h; higher % means a stronger effect; inhibition, % at 100 µM, or IC50 in µM where a hit was titrated; actives 0.02% (n = 340,000);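 active = phage lysis inhibition, versus mean bacterial control, above a set limit; inconclusive = no clear call, values can overlap the other calls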;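 note: capsule biogenesis inhibitors block K1F phage lysis so surviving cells raise fluorescence; higher fluorescence means more inhibition of phage lysis; actives were called in the ten point dose series up to 300 µM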
XIAP antagonists – small molecules displacing peptide from XIAP – biochemical, IAP family, fluorescence polarization (AID 1018) | actives 0.007% (n = 200,000) | one-dose displacement, % at 20 µM; IC50 in µM for titrated hits | XIAP BIR domain, fluorescence polarization peptide displacement; higher % means a stronger effect; in the data active = displacement above about 50%; note: a part of the inactive calls stands beside numbers as strong as those of hits
WT yeast gro inh – growth inhibition of WT yeast, mitochondrial fusion screen. actives 2.1% (n = 190,000). mitochondrial fusion phenotypic screen, WT strain. AID 1362. inhibition, % at 10 µM; in the data active = inhibition above about 58%; tested in S. cerevisiae
RSV antiviral HEp-2 – inhibition of RSV-induced cytopathic effect – HEp-2 cells, primary 10 µM value included (AID 2391) | actives 0.13% (n = 310,000) | HEp-2 cells, RSV-induced CPE inhibition; higher % means a stronger effect | CPE inhibition, % at 10 µM; hits with a dose series show IC50 in µM; in the data active = a potency from the dose series; inconclusive = CPE inhibition mostly from about 23% at the one dose, without a potency; inactive = the rest, 99 in 100 with CPE inhibition below about 21%; note: strong numbers were not always called active
Dengue-2 NS5 capping – Dengue-2 NS5 methyltransferase inhibitors, primary screen, biochemical, confirmation dose response (AID 588689). Dengue-2 NS5 methyltransferase capping enzyme assay, biochemical; higher % means a stronger effect. actives 0.3% (n = 340,000). inhibition, % at 25 µM, or IC50 in µM where a hit was titrated; in the data active = a potency from the dose series; inconclusive = inhibition above about 29% without an active follow-up result
Yfh1-depleted yeast – mitochondrial function rescue without frataxin homolog – Friedreich's ataxia, plus single-dose screen, dose response (AID 1465). actives 0.074% (n = 220,000). S. cerevisiae Yfh1-off respiration, WST-1 reduction, 72 h; higher fold induction means a stronger effect. one-dose fold induction at 50 µM; EC50 in µM for titrated hits;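 active = fold induction of absorbance versus untreated yeast above a set limit, then at least 30% activation at any dose in follow-up; inconclusive = repeats straddling the limit, or above it without dose testing; inactive = fold induction below the set limit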;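 note: activators that raise dye reduction in frataxin-depleted yeast; strong numbers were not always called active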
CSM14.1 death rescue – protection against thapsigargin-triggered cell killing – 384-well, CSM14.1, ATP luminescence, primary screen (AID 1222). CSM14.1 thapsigargin-induced death rescue, ATP luminescence; higher % means a stronger effect. cellular ATP content (survival), % at 20 µM; hits with a dose series show EC50 in µM. 190,000 tested, under 10 active;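 active = EC50 below 50 µM in the dose-response confirmation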;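 note: death triggered by thapsigargin at about 15 µM added after 2 h compound pretreatment; cell ATP read after overnight thapsigargin exposure of roughly 18 to 22 hours; normalized against plate controls of thapsigargin alone and 5% DMSO vehicle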
West Nile antiviral – inhibition of WNV-induced cytopathic effect – cell-based, CPE readout (AID 1621). West Nile virus-infected cells, CPE inhibition; higher % means a stronger effect. CPE inhibition, % at 10 µM; hits with a dose series show IC50 in µM. actives 0.02% (n = 290,000); in the data active = a potency from the dose series; inconclusive = CPE inhibition mostly from about 3.7% at the one dose, without a potency; inactive = the rest, 99 in 100 with CPE inhibition below about 2.2%; note: strong numbers were not always called active
SV40 large T antigen – TAg ATPase/helicase activity blockers – biochemical (AID 1903). SV40 large T antigen ATPase/helicase inhibition assay; higher % means a stronger effect. inhibition, % at 20 µM, or IC50 in µM where a hit was titrated. actives 0.39% (n = 310,000); in the data active = a potency from the dose series; inconclusive = inhibition mostly from about 32% at the one dose, without a potency; inactive = the rest, 99 in 100 with inhibition below about 32%; note: strong numbers were not always called active
WT yeast gro inh mutant strain – also measured in WT yeast gro inh; calls as there; inhibition, %; mitochondrial fusion phenotypic screen, mutant strain inhibition
Dengue-2 NS5 capping pilot replicate – recorded beside Dengue-2 NS5 capping, whose call it bears; inhibition, %; measured here: pilot screen replicate inhibition
Numbers without * were called inactive; i = inactive; ? = inconclusive; . = not tested or not shown; [ ] = dose if it differs, or a comment. Outcome played no part in choosing rows; any-hit rate near 2.2%.

SMILES | K1F lysis inhibition | XIAP antagonists | WT yeast gro inh | WT yeast gro inh mutant strain | RSV antiviral HEp-2 | Dengue-2 NS5 capping | Yfh1-depleted yeast | CSM14.1 death rescue | West Nile antiviral | SV40 large T antigen | others
Cc1cc[n+](C(C)C(=O)c2ccc(-c3ccccc3)cc2)cc1 (stereo unspecified) | 0.5% | -3.8% | 29.4 | 38.8 | -0.8% | -15.1% | i | -8.1% | 0.5% | 8.7%
Cc1c(OCc2ccccc2)cccc1OCc1ccccc1 | -0.8% | -7.2% | 65.6* | 49.9* | 5.1% | -2.4% | i | -4.5% | -0.7% | 3.6%
CC1CCN(S(=O)(=O)c2ccccc2[N+](=O)[O-])CC1 | 1.7%[50 µM] | -1.1% | 2.5 | -12.6 | 1.3% | -0.6% | i | 13.9% | -0.4% | 12.4%
O=C(COC(=O)C1COc2ccccc2O1)NC1CCS(=O)(=O)C1 (stereo unspecified) | 2.9% | -3.6% | -1.3 | 4.3 | 1.1% | 2.5% | i | 3.0% | 0.6% | 2.9%
COC(=O)C1=CN(c2ccc(OC)cc2)C=C(C(=O)OC)C1c1ccc(C)c([N+](=O)[O-])c1 | 4.3% | -6.2% | 6.0 | -12.6 | 41.6% | -2.2% | i | -0.1% | -2.1% | 5.6%
COc1ccccc1NC(CC(=O)c1ccccc1)C(=O)OCC(=O)c1ccc(F)cc1 (stereo unspecified) | 4.5% | -4.9% | 17.1 | 12.9 | 1.2% | -5.8% | i | -5.5% | -1.1% | 4.1%
O=C(c1ccco1)N1CCN(C(=O)C2CC(c3ccc(Cl)c(Cl)c3)=NO2)CC1 (stereo unspecified) | 0.1% | -5.2% | 0.5 | -13.2 | 2.6% | -4.1% | i | -1.0% | 0.7% | 1.4%
CCOc1ccc(NC(=S)NC(=O)C2CCCC2)cc1 | 0.3%[50 µM] | . | . | . | 3.5% | -6.6% | . | . | -0.5% | 23.9%
O=C(CCC(=O)c1cccs1)Nc1ccc(N2CCCCC2)cc1 | 0.1% | -1.7% | 4.0 | 4.6 | -1.1% | -5.3% | i | 6.9% | 0.0% | 24.0%
COc1ccccc1N(CC(=O)NCc1ccccc1)C(=O)CCC(=O)Nc1nccs1 | 0.5% | . | . | . | ? | -3.6% | . | . | -0.7% | 10.8%
O=C(CSc1nc2ccccc2s1)Nc1cc(S(=O)(=O)N2CCOCC2)ccc1O | -1.9% | -5.8% | -16.3 | -4.9 | 2.1% | 6.5% | i | -0.4% | -0.2% | 6.8%
Cn1cc(CCC(=O)N2CCCC(C(=O)c3ccc(C(C)(C)C)cc3)C2)cn1 (stereo unspecified) | 0.1% | -13.6% | 11.9 | -8.8 | 13.6% | -8.0% | i | 2.5% | -1.0% | 8.3%
CC1CC1c1ccc(/C=C(\C#N)C(=O)Nc2ccccc2Cl)o1 (stereo unspecified) | 4.2% | -4.2% | 2.1 | 11.0 | 6.4% | -17.9% | . | -0.4% | . | 19.3%
O=C(Nc1ccccc1)N1CCCN(Cc2c(F)cccc2Cl)CC1 | -0.2% | . | . | . | 2.5% | -12.2% | i | . | 0.0% | 7.3%
Cc1cn2c(=O)c(C(=O)NCc3ccc4c(c3)OCO4)cnc2s1 | 0.0% | . | . | . | 3.8% | -2.2% | . | . | . | 0.1%
CSc1ccc(CN(C)C(=O)c2cc3ccccc3o2)cc1 | 1.3% | . | . | . | ? | 0.8% | . | . | 0.1% | 5.3%
Cc1ccccc1NC(=S)N1CCCC1 | 3.8% | -1.5% | -0.8 | -4.0 | 2.8% | -4.4% | i | 7.9% | 0.0% | -65.6%
CC(NC(=O)c1ccc(C#N)cc1)C1CC2CCC1C2 (stereo unspecified) | -0.4% | . | . | . | 2.1% | -4.9% | . | . | -0.4% | 7.2%
CCCCN(C(=O)Nc1ccc(OCC)cc1)C1CCN(C(C)=O)CC1 | 5.1% | 2.0% | -18.6 | -26.7 | -1.1% | 4.0% | i | -1.6% | -0.3% | -2.4%
Cc1ccc(S(=O)(=O)N2CCN(C(=O)Cc3c(F)cccc3Cl)CC2)cc1 | 0.8%[50 µM] | . | . | . | 0.7% | -5.9% | . | . | . | 6.9%
O=C(NC1CC1)C1=C[C@@H](c2ccccc2)C[C@@H](OCCCCO)O1 | 1.2% | -4.7% | -24.2 | -15.0 | 1.9% | 4.1% | i | 0.3% | 0.6% | 5.6%
COc1ccc(C(=O)c2c(C(F)(F)F)oc3c2C(=O)c2ccccc2C3=O)cc1 | 0.7% | -2.9% | 92.3* | 85.4* | -2.3% | 9.0% | i | -5.6% | -0.8% | 0.9%
CC(CN1CCOCC1)OC(=O)c1ccccc1Cl (stereo unspecified) | -0.3% | . | . | . | 0.9% | -6.8% | . | . | 0.1% | 11.1%
CCOC(=O)c1c(C)oc2c(CC(=O)c3ccccc3)c(Cl)c(O)c(O)c12 | 0.3% | -5.5% | -9.2 | -12.0 | 1.2% | 1.3% | i | -0.1% | -0.6% | 4.6%
CC(=O)c1cccc(NC(=O)c2ccc3c(c2)C(=O)N(Cc2cccnc2)C3=O)c1 | 0.8%[50 µM] | . | . | . | 0.9% | -4.8% | . | . | -0.3% | 16.6%
O=C(OCC(=O)c1c[nH]c2ccccc12)c1ccco1 | 0.4% | 1.9% | -21.6 | -20.5 | 1.8% | . | i | -1.6% | 0.1% | -3.0%
CC1CCN(CCCNC(=O)c2ccc(CS(=O)(=O)Cc3ccc(Cl)cc3)o2)CC1 | 0.1% | . | . | . | 0.8% | -0.5% | . | . | -0.3% | 0.4%
O=C(NCc1ccncc1)C1CCCCC1 | 0.2% | 0.2% | 3.3 | -2.6 | 0.8% | -0.8% | i | 4.1% | -0.1% | 8.9%
CCOc1ccc(C(O)c2nccn2Cc2ccccc2)cc1 (stereo unspecified) | 0.5% | -1.0% | 20.5 | 27.1 | 2.1% | 1.1% | i | -0.3% | -0.4% | 11.9%
O=C(Cc1ccccc1)n1nc(-c2ccco2)nc1SCc1ccccc1 | -0.1% | -9.7% | 24.4 | 23.1 | 4.5% | 7.8% | i | -1.9% | 0.1% | 19.9%
O=C(CSc1nnc(COc2ccccc2)n1Cc1ccco1)c1ccc(F)cc1 | 0.2% | -4.1% | 9.4 | -2.8 | 0.6% | 6.8% | i | 0.6% | -0.5% | 7.9% | Dengue-2 NS5 capping pilot replicate=-8.1
CC(=O)C(Cc1ccccc1)NC(=O)CN1CCc2ccccc2C1 (stereo unspecified) | 0.0% | -4.4% | 0.2 | -20.1 | -0.8% | 3.0% | i | 0.6% | 0.1% | 7.0%
CC(C)(C)OC(=O)NC(CCNC=C1C(=O)OC(C)(C)OC1=O)C(=O)O (stereo unspecified) | 1.0% | -7.5% | 11.9 | -15.2 | 0.1% | -4.2% | i | . | 0.6% | .
Cc1cccc(C)c1N(CC(=O)N(C)Cc1ccccc1)S(C)(=O)=O | -0.2% | . | . | . | 1.6% | 2.0% | . | . | -0.4% | 1.4% | Dengue-2 NS5 capping pilot replicate=-3.0
c1ccc2nc3c(nc2c1)c1ccccc1n3CCN1CCOCC1 | -1.7% | 1.6% | 15.0 | 21.7 | -2.9% | -1.6% | i | . | 1.1% | 26.3%
Cc1cc(C)c(C#N)c(SCC(=O)Nc2nnc(-c3ccccc3)s2)n1 | 8.2% | -6.1% | 1.9 | 5.5 | -0.1% | 0.0% | i | 2.4% | -0.2% | 4.6%
CCCn1c(SCC(=O)Nc2nccs2)nnc1-c1cccnc1 | 0.7% | 1.1% | -7.4 | -1.6 | 0.8% | -8.6% | i | -3.0% | 0.1% | 3.3%
O=S(=O)(NCc1ccc(Cl)cc1)NCc1ccccc1F | 0.2% | -1.6% | -13.3 | -5.5 | -0.1% | -1.8% | . | -1.2% | . | 24.9%
COc1ccc(C(CC(=O)c2ccccc2)S(=O)(=O)c2ccc(C)cc2)cc1 (stereo unspecified) | -1.3% | -4.5% | 3.5 | -1.3 | 1.1% | 3.2% | i | -1.3% | ? | 4.9%
Cc1nc(NC(=O)c2ccccc2)nc2cc3c(cc12)OCO3 | 1.5% | -12.2% | 4.9 | 15.3 | 1.1% | -4.3% | i | -1.4% | 0.3% | 9.4%
COc1ccc(S(=O)(=O)N(CC(=O)NCc2ccco2)c2ccc(F)cc2)cc1 | 0.0% | . | . | . | 0.8% | 0.0% | . | . | -0.7% | 7.1%
CN(C)N=Nc1ccc(S(=O)(=O)N2CCSC2C(=O)O)cc1 (stereo unspecified) | 0.9% | . | . | . | 0.5% | -1.4% | i | . | 0.5% | .
CSc1ccc(NC(N)=S)cc1 | -0.5% | -4.3% | 7.0 | 10.8 | -2.2% | -10.7% | i | -0.9% | 0.1% | 9.6%
CCn1ncc([C@@H]2C[C@H]3CN(Cc4cccc(Cl)c4)C(=O)[C@]34CCCN24)c1C | . | -2.5% | 20.5 | 22.3 | 0.8% | . | i | 1.4% | -1.5% | -5.0%
C=CCc1cc(S(=O)(=O)c2ccc(O)c(CC=C)c2)ccc1O | -0.1% | . | . | . | 15.8% | -5.4% | . | . | -0.7% | 12.1%
Oc1c(Br)cc(Br)cc1C=NCc1ccccc1 | 1.1% | -8.4% | 10.8 | 3.6 | 5.3% | 0.0% | i | 0.1% | -0.5% | 34.0%
O=S(=O)(Nc1ccc(-c2nc3cccnc3s2)cc1)c1ccc(Cl)s1 | -1.2% | -15.0% | -4.4 | -0.1 | 9.6% | -6.9% | i | -2.3% | 0.2% | 10.0%
COc1cc2c(C(=O)N(C)c3ccc(F)cc3)cn(C)c(=O)c2cc1OC | 0.7%[50 µM] | . | . | . | 0.5% | -0.3% | . | . | ? | 4.6%

Random excerpt: 4 entries already listed.
SMILES | K1F lysis inhibition | XIAP antagonists | WT yeast gro inh | WT yeast gro inh mutant strain | RSV antiviral HEp-2 | Dengue-2 NS5 capping | Yfh1-depleted yeast | CSM14.1 death rescue | West Nile antiviral | SV40 large T antigen | others
O=C(NCc1ccncc1)C1CCCCC1 | 0.2% | 0.2% | 3.3 | -2.6 | 0.8% | -0.8% | i | 4.1% | -0.1% | 8.9%
CC(C)(C)OC(=O)NC(CCNC=C1C(=O)OC(C)(C)OC1=O)C(=O)O (stereo unspecified) | 1.0% | -7.5% | 11.9 | -15.2 | 0.1% | -4.2% | i | . | 0.6% | .
O=C(c1ccco1)N1CCN(C(=O)C2CC(c3ccc(Cl)c(Cl)c3)=NO2)CC1 (stereo unspecified) | 0.1% | -5.2% | 0.5 | -13.2 | 2.6% | -4.1% | i | -1.0% | 0.7% | 1.4%
COc1ccc(S(=O)(=O)N(CC(=O)NCc2ccco2)c2ccc(F)cc2)cc1 | 0.0% | . | . | . | 0.8% | 0.0% | . | . | -0.7% | 7.1%
